Assay outcomes (PubChem BioAssay)
HCV inhibitor – inhibitors of hepatitis C virus infection; Huh7.5.1 HCVcc-Cre infection, luciferase reporter, 44 h; Potency, µM (doses to about 41.8 µM), for inactives: at the top dose activity change, negative = inhibition, hits mostly inhibitors; hit rate 3.4% among 340,000
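Cells seeded at 1,000/well and cultured 4 h, then compounds added followed by HCVcc-Cre virus (~0.5 moi). After 44 h further culture, luciferase substrate was added, plates held 15 min at room temperature, and luminescence read for 15 sec.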
Pf growth 48h – P. falciparum growth inhibition at 48 hours (one generation); hit rate 5.9% among 310,000; P. falciparum luciferase growth in erythrocytes, 48 h; AID 504832; Potency, µM (doses to about 28.7 µM), without a hit: at the highest dose activity change, negative = inhibition, usual class: inhibitors
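Parasite viability was followed by luminescence of a genomically integrated firefly luciferase. Cultures held 0.1% parasitemia at 2% hematocrit (final), incubated under 5% CO2 at 37 C.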
Pf growth 96h – P. falciparum growth inhibition at 96 hours; P. falciparum luciferase reporter growth, 96 h; Potency, µM (doses to about 28.7 µM), inactives show at the top dose activity change, negative = inhibition, most hits filed as inhibitors; hit rate 6.9% among 320,000
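Compounds incubated with erythrocytes infected by luciferase-expressing P. falciparum (2% hematocrit, 0.05% parasitemia final) for 96 hours, 37 C in 5% CO2. Growth inhibition scored as decreased luciferase luminescence.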
TbPYK inhibitor – T. brucei pyruvate kinase inhibition. hit rate 0.12% among 410,000. TbPYK enzyme, Kinase-Glo Plus ATP luminescence, 45 min. AID 624173. Potency, µM (doses to about 76.8 µM), for the others: at the top dose activity, negative = inhibition, actives largely listed as inhibitors. Q57TT1; further: nearly all actives have a fitted effect of over 50% in size
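Enzyme and substrate buffer are dispensed first and compound is pin-transferred. ADP at 130 uM final then starts the reaction, which runs 45 min at room temperature. Detection reagent is added for 10 min before luminescence is imaged.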
LmPK inhibitor – blocks Leishmania mexicana pyruvate kinase activity; Q27686; purified LmPK, Kinase-Glo ATP luminescence, 1 h; Potency, µM (titrated, usually from 57.5 µM), without a hit: at the top dose activity change, negative = inhibition, most hits filed as inhibitors; hit rate 0.37% among 290,000
Target sequence (Q27686 whole entry, looked up): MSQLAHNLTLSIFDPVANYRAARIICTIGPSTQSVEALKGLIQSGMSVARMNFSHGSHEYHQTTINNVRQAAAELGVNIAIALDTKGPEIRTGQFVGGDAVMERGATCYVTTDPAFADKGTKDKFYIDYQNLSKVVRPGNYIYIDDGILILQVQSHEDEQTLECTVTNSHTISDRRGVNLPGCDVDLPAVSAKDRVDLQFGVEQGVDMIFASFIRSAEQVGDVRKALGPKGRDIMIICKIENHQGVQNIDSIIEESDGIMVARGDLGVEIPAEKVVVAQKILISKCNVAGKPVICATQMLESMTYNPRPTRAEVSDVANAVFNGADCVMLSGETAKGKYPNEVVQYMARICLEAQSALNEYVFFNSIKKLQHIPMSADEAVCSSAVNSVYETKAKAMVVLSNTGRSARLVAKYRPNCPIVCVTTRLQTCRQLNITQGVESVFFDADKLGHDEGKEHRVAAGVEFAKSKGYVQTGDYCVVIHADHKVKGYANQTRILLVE
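Kinase-Glo luminescence read after 1 h RT reaction of 0.1 nM LmPK with 0.5 mM PEP and 0.1 mM ADP. Activity scaled between uninhibited and enzyme-free controls.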
Sm TGR block – S. mansoni TGR enzyme inhibition; AID 485364; hit rate 3% among 360,000; Potency, µM (series often up to 114 µM), for inactives: at the highest dose activity change, negative = inhibition, most hits filed as inhibitors; Q962Y6; purified TGR, DTNB reduction, TNB absorbance 405 nm; further: nearly all actives have a fitted effect of over 60% in size
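TGR 20 nM + NADPH 100 uM (dispensed conc.), cpd preinc 15 min RT; start with NADPH (500 uM addition) then DTNB (15 mM addition). Kinetic TNB absorbance, 405 nm filter. Four-parameter Hill fit across titration.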
Numbers without * were called inactive; ? = inconclusive; . = no result given; & = joins results of further samples; [ ] = another dose, or the depositor's remark. The call rests on the fitted dose curve; in most records, active means well fitted curve in the direction sought with a large enough effect; inconclusive means small, poorly fitted or top-dose-only effect, or another doubt; inactive means no such curve, though single readings can be large; an effect the other way counts as inactive or inconclusive. On the % scale 0 is the no-effect control and ±100 the full control effect; potency means the concentration at half of the fitted maximal effect. Random draw from the library; 16% or so of the library scored in one or more.

mol,HCV inhibitor,Pf growth 48h,Pf growth 96h,TbPYK inhibitor,LmPK inhibitor,Sm TGR block
Cc1cc(NC(=O)Cn2c(=O)c3c(ncn3CC(C)C)n(Cc3ccccc3)c2=O)no1,8%,8.3µM*,4.7µM*,0%,-5%,0%
Cc1cc(C(=O)OCC(=O)NCc2ccc(F)cc2)c2ccccc2n1,3%,-20%,1%,-11%,.,3%
Clc1ccc(Oc2cnns2)cc1Cl,6%,.,64%[activator],-13%,13%,-2%
Oc1c(/C=N/c2ncn[nH]2)ccc2ccccc12,-3%,26%,6%,0%,-21%,32µM*
Nc1cc(C(=O)OCC(=O)NCCNC(=O)COC(=O)c2ccc(Cl)c(N)c2)ccc1Cl,8%,3%,-29%,5%,0%,4%
COc1ccccc1NS(=O)(=O)c1cccc(NC(=O)Cc2cccs2)c1,?,-4%,2%,2%,0%,-19%
C=CCNC(=O)c1cc(-c2ccncc2)nc2c(C)cc(C)cc12,?,?,?,-7%,-2%,7%
O=C(c1cnn(C(=O)CN2CCCC2=O)c1)c1ccccc1O,17%,32%[activator],-10%,1%,.,-28%
CCN(CC(=O)Nc1ccccc1C(F)(F)F)CC(=O)NC1CC1,-8%,?,-7%,-3%,.,-18%
O=C(Nc1ccc(F)cc1F)N1CCCCCC1,-1%,49%[activator],-21%,2%,1%,-3%
Cc1cc(OCC(=O)Nc2ccccc2C)no1,14%,-11%,-6%,-5%,.,?
CCOc1cccc2cc(C(=O)N3CCOCC3)c(=O)oc12,-1%,16%,12µM*,-1%,-5%,-16%
Cc1ccc2c(C(=O)CNc3nncs3)c(C)[nH]c2c1,?,?,?,-22%,-3%,-36%
Cc1onc(-c2c(Cl)cccc2Cl)c1C(=O)NC(C)(C)CO,2%,1%,.,-5%,-7%,6%
Cc1ccc(C(=O)Nc2ccc3c(c2)C(=O)N(C)C3=O)c(C)c1,12%,12%,25%,-14%,-7%,3%
CCOc1ccc(OCC)c(NC(=O)C2CCCN(C(=O)c3ccc(Cl)cc3)C2)c1 (stereo not given),?,?,9.3µM*,5%,.,-8%
CCOC(=O)C1CCN(C(=O)c2cc3cc(C)ccc3[nH]2)CC1,11%,21%,33%[activator],7%,-1%,11%
CCOc1ccccc1N1CCN(C(=O)CCNS(=O)(=O)c2ccccc2F)CC1,?,-9%,-14%,0%,.,1%
Cc1ccc(S(=O)(=O)c2nc(NC3CCS(=O)(=O)C3)sc2Cl)cc1 (stereo not given),6%,-6%,26%,-3%,5%,5%
O=C1CNC(=S)N1c1nc2ccccc2s1,-9%,2%,?,1%,-21%,2%
Cc1cc(C)n2cc(CSCc3ccco3)nc2n1,-1%,2%,3%,0%,2%,40µM*
CN(C)/C=C(\c1cnc(Cl)s1)S(=O)(=O)c1ccccc1,10%,-9%,0%,-2%,0%,.
Cc1ccccc1NCc1ccc(O)c2ncccc12,?,?,-13%,-16%,17%,0%
OCC(O)C(O)C(O)C(O)C1NCCS1 (stereo not given),13%,.,-6%,1%,1%,1%
Cn1c(Cn2c(=O)sc3ccccc32)nnc1SCC(=O)N1CCN(c2ccccc2)CC1,-12%,-10%,?,-4%,0%,1%
CC(C)CNC(=S)N(CCO)Cc1cc2cc3c(cc2[nH]c1=O)OCO3,3%,-21%,?,-20%,1%,-2%
CN1CCN(NC(=S)NC2CCCCC2)CC1,2%,6%,?,-6%,-4%,7%
COc1ccc(Cl)cc1S(=O)(=O)n1cnc2ccccc21,0%,-25%,-1%,-1%,-1%,-1%
COCCN(CCOC)S(=O)(=O)c1ccc(C(=O)Nc2nnc(COC)o2)cc1,14%,19%,2%,-2%,-2%,2%
CN(C)S(=O)(=O)N1CCN(CC(=O)Nc2ccc(F)cc2)CC1,1%,0%,?,6%,-1%,8%

Reformatted: 4 of the compounds above.
OCC(O)C(O)C(O)C(O)C1NCCS1 (stereo not given)
  HCV inhibitor: 13%
  Pf growth 48h: .
  Pf growth 96h: -6%
  TbPYK inhibitor: 1%
  LmPK inhibitor: 1%
  Sm TGR block: 1%
CCOc1ccc(OCC)c(NC(=O)C2CCCN(C(=O)c3ccc(Cl)cc3)C2)c1 (stereo not given)
  HCV inhibitor: ?
  Pf growth 48h: ?
  Pf growth 96h: 9.3µM*
  TbPYK inhibitor: 5%
  LmPK inhibitor: .
  Sm TGR block: -8%
CN(C)S(=O)(=O)N1CCN(CC(=O)Nc2ccc(F)cc2)CC1
  HCV inhibitor: 1%
  Pf growth 48h: 0%
  Pf growth 96h: ?
  TbPYK inhibitor: 6%
  LmPK inhibitor: -1%
  Sm TGR block: 8%
COCCN(CCOC)S(=O)(=O)c1ccc(C(=O)Nc2nnc(COC)o2)cc1
  HCV inhibitor: 14%
  Pf growth 48h: 19%
  Pf growth 96h: 2%
  TbPYK inhibitor: -2%
  LmPK inhibitor: -2%
  Sm TGR block: 2%

Going on with the list.
mol,HCV inhibitor,Pf growth 48h,Pf growth 96h,TbPYK inhibitor,LmPK inhibitor,Sm TGR block
COc1ccc(OC)c(Nc2nc(-c3sc(NC(=O)C(C)(C)C)nc3C)cs2)c1,?,9.3µM*,3.3µM*,1%,8%,0%
O=C(CN1C(=O)NC2(CCCC2)C1=O)N1CCN(c2cccc(C(F)(F)F)c2)CC1,-9%,-19%,-11%,-7%,.,2%
Cc1cnc(C)c(N2CCC(C(=O)NCc3cccs3)CC2)n1,-3%,-11%,8%,30%,3%,-3%
CCCc1c(C(=O)N/N=C/c2cccs2)nnn1-c1nonc1N,-5%,31%[activator],17%,-4%,0%,5%
O=[N+]([O-])c1ccc(NCCCN2CCOCC2)c(Cl)c1,?,1%,-16%,-5%,2%,13%
COCCN(C(=O)COC(=O)/C=C/c1ccco1)c1c(N)n(Cc2ccccc2)c(=O)[nH]c1=O,1%,-9%,?,1%,4%,-19%
O=C(CCC(=O)N(CC(=O)NC1CCCC1)Cc1cccs1)Nc1nccs1,29%,3%,-24%,-2%,6%,3%
COc1ccc(OC)c(NC(=O)CC(NCCC2=CCCCC2)C(=O)O)c1 (stereo not given),.,0%,?,.,1%,-12%
O=C(CCC1CCCCC1)Nc1nncs1,-7%,15%,?,-5%,3%,5%
Cc1[nH]n(-c2ccccc2)c(=O)c1CCO,8%,23%,-30%,-1%,-2%,-1%
CN(C(=O)c1ccc(OC2CCN(Cc3ccccn3)CC2)cc1)C1CCCCC1,1%,?,?,6%,-10%,-17%
C[C@H](O)Cc1cn(-c2cc3cc(C#Cc4ccsc4)ccc3oc2=O)nn1,24%,10%,24%,-2%,.,-20%
CC1COc2ccccc2N1C(=O)c1ccc(Cl)nc1 (stereo not given),24%,1%,0%,6%,0%,8%
O=C(Nc1ccccc1SCC1CSc2nc3ccccc3c(=O)n21)c1cccc(Cl)c1 (stereo not given),-5%,10µM*,?,-3%,0%,0%
COC(=O)c1ccc(CSc2ccc3nnc(-c4cccnc4)n3n2)o1,14%,11%,10%,.,5%,40µM*

Look-ups from the list.
Value of CC1COc2ccccc2N1C(=O)c1ccc(Cl)nc1 (stereo not given) in HCV inhibitor: 24%
Value of O=C(CCC(=O)N(CC(=O)NC1CCCC1)Cc1cccs1)Nc1nccs1 in Pf growth 96h: -24%
Value of Cc1cnc(C)c(N2CCC(C(=O)NCc3cccs3)CC2)n1 in Pf growth 96h: 8%
Value of O=C(Nc1ccccc1SCC1CSc2nc3ccccc3c(=O)n21)c1cccc(Cl)c1 (stereo not given) in Sm TGR block: 0%
Value of O=[N+]([O-])c1ccc(NCCCN2CCOCC2)c(Cl)c1 in Sm TGR block: 13%
Value of CN(C(=O)c1ccc(OC2CCN(Cc3ccccn3)CC2)cc1)C1CCCCC1 in HCV inhibitor: 1%
Value of CCCc1c(C(=O)N/N=C/c2cccs2)nnn1-c1nonc1N in Pf growth 48h: 31%[activator]

More structures:
mol,HCV inhibitor,Pf growth 48h,Pf growth 96h,TbPYK inhibitor,LmPK inhibitor,Sm TGR block
Cn1nnnc1SCCNC(=O)C1CCC(=O)N(Cc2ccccc2F)C1 (stereo not given),?,18%,?,2%,1%,0%
CCN1CCN(CCCOc2ccc(Cl)cc2Br)CC1,?,?,?,4%,0%,.
Cc1cc2ccccc2c(=O)n1CC(=O)NCC(=O)N1CCCC1,22%,4%,12µM*,7%,-2%,8%
CCCN1C(=O)c2cc(C(=O)Nc3ccccc3C)ccc2C1Nc1ccccc1C (stereo not given),-24%,?,?,-7%,4%,8%
O=S(=O)(Nc1ccccc1OC(F)F)c1ccc(S(=O)(=O)N2CCCC2)cc1,?,-16%,-28%,3%,.,6%
O=C(O)c1cc(S(=O)(=O)O)ccc1O,15%,21%,-1%[5.75 µM],2%,3%,-7%
O=C(O)c1ccc2c(c1)C(=O)/C(=C\c1ccco1)C2=O,-2%,-13%,12µM*,?,-29%,7.1µM*
CC(C)C(=O)Nc1ccc(NC(=O)c2cccc(F)c2)cn1,-3%,99%[activator],-8%,3%,-7%,0%
O=C(NC1CCCCC1)N1CCc2ccccc21,0%,105%[activator],5%,7%,-12%,12%
CCN(C(=O)COC(=O)c1c(NC(C)=O)sc(C)c1C)C1CCS(=O)(=O)C1 (stereo not given),?,-15%,2%,1%,-3%,-1%
CCN(CC)CC(O)COc1ccccc1C(=O)CCc1ccccc1 (stereo not given),-18%,1.5µM*,.,-10%,-1%,37%[activator]
CC(=O)OCCN1C(=O)c2cccnc2C1=O,5%,9%,.,-6%,-4%,-3%
COC(=O)Nc1c(-c2ccccc2)nc2ccc(Cl)cn12,8%,2%,?,-16%,0%,0%
CCN(CC)CCNc1ccc(CO)c2sc3ccccc3c(=O)c12,?,3.7µM*,2.9µM*,-13%&-6%,2%,4%
COc1cccc(N2CCN(S(=O)(=O)c3ccc4nc(-c5ccccc5)[nH]c4c3)CC2)c1,-2%,.,27%,1%,13%,-2%
Cc1ccc(-n2c(C)cc(/C=N\NC(=O)CC(=O)NC(C)C)c2C)cc1,-1%,?,?,-13%,0%,0%
CC(C)n1c(N2CCN(S(=O)(=O)c3cccc([N+](=O)[O-])c3)CC2)nc2ccccc21,?,-14%,6%,-27%,-1%,0%
CC(C)(C)C(=O)Nc1nc2c(s1)COc1ccccc1-2,?,?,?,-7%,3%,-6%
CS(=O)(=O)c1ccc(Sc2nc3ccccc3[nH]2)c([N+](=O)[O-])c1,-12%,?,?,4%,-2%,-15%
c1ccc(CCNc2nnnn2-c2ccccc2)cc1,2%,-23%,2%,0%,6%,9%
O=C(CSc1nc2ccc(Cl)cc2[nH]1)NCCc1ccccc1,?,-1%,12%,2%,4%,1%
Cc1cc(=O)oc2cc(OC(C)C(=O)NCC3CCCO3)ccc12 (stereo not given),-7%,5%,6%,1%,4%,4%
CCOC(=O)C1=C(C)OC(N)=C(C#N)C1c1cc(OC)c2c(c1)OCO2 (stereo not given),5%,-9%,?,-6%,6%,0%
C#CCSc1n[nH]c(-c2ccco2)n1,8%,83%[activator],25%,3%,-4%,-27%
COc1ccccc1CN(C)C(C)C(=O)Nc1cccc(C(C)=O)c1 (stereo not given),7%,?,20%,0%,5%,-5%
O=C(NCCc1ccc(Cl)cc1)c1ccc2nccnc2c1,?,155%[activator],111%[activator],2%,-1%,0%
COc1ccc(CN=C2Nc3ccccc3CS2)cc1,-6%,107%[activator],353%[activator],.,?,23%
O=C(c1ccco1)N1CCN(C(c2ccccn2)c2nnnn2C2CCCC2)CC1 (stereo not given),9%,97%[activator],57%[activator],-8%,-7%,?
CNC(=O)CSc1nnnn1CCCOC,-2%,22%,10%,3%,1%,4%
COc1ccc(NC2=NC(C)(C)CS2)cc1,3%,70%[activator],0%,-28%,-3%,2%
Cc1ccc(NC(=O)COC(=O)Cc2csc(-c3cccc(F)c3)n2)cc1C,11%,-3%,23%,-2%,3%,-16%
CC1CCN(CC(=O)c2c[nH]c3ccccc23)CC1,21%,27%,53%[activator],-4%,6%,3%
